OPRM1-OPRD1 ag = agonists of OPRM1-OPRD1 heterodimerization, primary screen, cell-based, luminescence; cells; Mu-type opioid receptor (Homo sapiens) + Delta-type opioid receptor (Homo sapiens), …; hit rate 0.3% among 340,000; AID 504326, 2011; activation, % at 9.3 µM; in the data active means activation above about 18%;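 further: 0% = vehicle-treated cells and 100% = reference agonist; values of inactives mirror those of a sister screen read the other way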
V-ATPase pH = regulators of yeast V-ATPase proton pumping, primary screen, pHLuorin cytosolic pH fluorescence. hit rate 0.37% among 350,000. response, % at 10 µM. S. cerevisiae; in the data active means response mostly above about 7.3%, no sharp cut-off; inactive means mostly below about 5.4%; further: actives read high; inactives centre near 0; some compounds called inactive have numbers as strong as hits; reference of the scale not given here
Pemphigus Ab inh = inhibitors of pemphigus antibody binding to DSG3, primary screen, biochemical, bead-based, flow cytometry, scFv-GFP. Desmoglein-3 (Homo sapiens), P32926. DSG3-coupled beads, scFv-anti-DSG3-GFP binding; hits give low values. binding (percent of control), % at 10 µM. hit rate 0.48% among 310,000;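 active means binding more than 3 SD below its plate's average and above zero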;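 further: hits lower antibody fragment binding to DSG3; some compounds called inactive have numbers as strong as hits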
OPRM1-OPRD1 inv = inverse agonists of MOR-DOR heterodimerization, primary screen, cell-based, luminescence. cell-based MOR-DOR heterodimer luminescence, inverse agonism. inhibition, % at 9.3 µM. hit rate 0.21% among 340,000; in the data active means inhibition above about 22%, passing the limit was not always enough;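 further: 0% = cells with DMSO and 100% = wells without cells with DMSO; values of inactives mirror those of a sister screen read the other way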
cardiac RTF act = cardiac RTF calcium sensitivity activators, primary screen, biochemical, IANBD-TnC fluorescence, EC20 calcium; Troponin I, cardiac muscle (Homo sapiens) + Troponin T, cardiac muscle (Homo sapiens) + …; IANBD-labeled TnC RTF fluorescence at EC20 calcium; 0% EC20 calcium, 100% full calcium; activation, % at 7.2 µM; hit rate 0.24% among 340,000; AID 493008, 2010;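 active means activation above the mean over all tested compounds plus 3 SD, cut at about 30% in these data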;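 further: rise in fluorescence read as greater calcium sensitivity of cardiac thin filaments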
Cardiac RTF inh = cardiac RTF calcium sensitivity inhibitors, primary screen, biochemical, IANBD-TnC fluorescence, EC70 calcium; Troponin I, cardiac muscle (Homo sapiens) + Troponin T, cardiac muscle (Homo sapiens) + …; IANBD-labeled cardiac RTF, Ca2+ fluorescence; inhibition, % at 7.15 µM; hit rate 0.12% among 340,000; AID 493244, 2011;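 active means inhibition above the mean inhibition of all tested compounds plus 3 SD, cut at about 17% in these data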;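 further: assay run at fixed EC70 calcium of 1.6 mM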
Wnt bcat act = Wnt/beta-catenin pathway activators, primary screen, cell-based, plate reader, single point | Wnt/beta-catenin reporter cell assay, activator | hit rate 1.2% among 300,000 | activation, % at 9.35 µM; in the data active means activation above about 30%, passing the limit was not always enough;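 further: 0% = neutral control wells and 100% = positive control wells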
LANA DNA inh = inhibitors of KSHV C-LANA binding to DNA, primary screen, biochemical, fluorescence polarization, FAM-LBS DNA, MBP-C-LANA, single point; Kaposi's sarcoma herpesvirus LANA C-terminal domain (residues 932-1162) DNA binding; inhibition, % at 9 µM; hit rate 0.078% among 340,000;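 active means highest replicate inhibition at or above 60% at 9 µM, even if other replicates fall short; inactive means all replicates below 60% inhibition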;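 further: 0% = neutral control wells and 100% = 4 µM acridine orange control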
Keap1 Nrf2 FP = Keap1-Nrf2 protein-protein interaction inhibitors, primary screen, biochemical, fluorescence polarization, single point | Kelch-like ECH-associated protein 1 (Homo sapiens), Q14145 | Keap1 Kelch-Nrf2 peptide fluorescence polarization, 1536-well | inhibition, % at 9.4 µM | hit rate 0.15% among 340,000 | AID 504523, 2011; in the data active means inhibition above about 12%;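 further: human Keap1 Kelch domain with fluorescein labeled Nrf2 9mer peptide probe; 0% = neutral control wells and 100% = peptide positive control; higher means more block of Keap1 binding to Nrf2 peptide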
Target sequence (Q14145 whole entry, looked up, the tested form may be a part): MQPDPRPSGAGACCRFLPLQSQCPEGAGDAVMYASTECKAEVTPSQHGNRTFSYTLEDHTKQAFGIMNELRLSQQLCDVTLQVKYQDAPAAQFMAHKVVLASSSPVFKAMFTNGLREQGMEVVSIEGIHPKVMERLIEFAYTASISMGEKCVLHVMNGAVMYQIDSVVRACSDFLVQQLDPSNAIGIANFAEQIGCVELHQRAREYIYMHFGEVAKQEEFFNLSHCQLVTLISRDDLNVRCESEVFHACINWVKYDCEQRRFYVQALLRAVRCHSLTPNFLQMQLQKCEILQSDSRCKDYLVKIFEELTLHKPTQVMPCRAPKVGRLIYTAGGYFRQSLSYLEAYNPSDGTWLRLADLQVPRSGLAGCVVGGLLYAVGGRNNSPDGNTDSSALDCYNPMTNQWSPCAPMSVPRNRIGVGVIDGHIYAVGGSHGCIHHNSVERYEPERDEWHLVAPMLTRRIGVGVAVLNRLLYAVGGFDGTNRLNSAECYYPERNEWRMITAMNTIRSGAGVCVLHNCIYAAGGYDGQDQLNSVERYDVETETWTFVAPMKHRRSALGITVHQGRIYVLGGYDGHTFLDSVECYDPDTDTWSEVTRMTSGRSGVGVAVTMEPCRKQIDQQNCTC
Arr AP2 block = inhibitors of beta-arrestin/AP2 binding, primary screen, biochemical, GPCR trafficking, flow cytometry. beta-arrestin 1 C-terminal peptide binding to AP2 beta2-adaptin appendage (human). FITC-arrestin peptide / GST-AP2 beads; AP2 beta2 appendage carries R879A mutation. hit rate 0.31% among 340,000. inhibition, % at 10 µM;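 active means inhibition above a set limit, near 3 SD of compounds lacking own fluorescence, cut at about 54% in these data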;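 further: plate controls were DMSO wells for no effect and 5 µM unlabelled arrestin peptide for full effect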
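Test system: GST-tagged AP2 beta2-adaptin appendage (R879A) on 4 µm glutathione beads; also added: fluorescein-tagged arrestin peptide at 50 nM final; timing: 12 min plus 1 h, RT; signal: flow cytometry, FL1 (488/535 nm); read-out: percent drop in bead-associated FITC signal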
The depositor's hits bear a star; / = not tested or not shown.

OPRM1-OPRD1 ag,V-ATPase pH,Pemphigus Ab inh,OPRM1-OPRD1 inv,cardiac RTF act,Cardiac RTF inh,Wnt bcat act,LANA DNA inh,Keap1 Nrf2 FP,Arr AP2 block,Compound
-3.2,-3,102,18,1,-1,-1,0.3,-6,-16,COc1ccccc1OCC(=O)N1CCCC(Nc2ccc(C)c(C)c2)C1 (centres undefined)
-0.7,3,106,3,-1,-11,/,0.7,-4,-4,NC(=O)CSc1nnc(-c2ccco2)n1N
4.1,-2,112,-24,11,0,/,0.6,-6,-4,O=S(=O)(c1cccs1)N1CN(Cc2cccs2)c2nc3ccccc3nc21
-0.5,0,106,3,3,-6,-1,-0.4,-3,7,O=C(Cc1ccc(Cl)cc1)Nc1ccccc1N1CCN(C(=O)c2ccccc2)CC1
1.4,-3,108,-8,7,-5,/,0.0,1,24,O=C(Nc1ccccc1[N+](=O)[O-])c1nc[nH]c1C(=O)NCCO
-1.4,-3,109,7,6,-12,-1,/,3,15,COC(=O)c1ccccc1NC(=S)N1CCOCC1
0.4,-3,102,-2,-4,3,8,0.9,-4,42,Nc1ccc(-n2cc(-c3ccccc3)[nH]c2=S)cc1
-1.8,8,100,12,3,-4,-1,-0.8,-4,-1,Cc1ccc(CN2CC(C(=O)NCCCn3nc(C)cc3C)CC2=O)cc1 (centres undefined)
1.6,-2,100,-8,8,2,0,-1.5,-6,10,Fc1ccc(C2=NN(c3ccccc3)C(c3ccco3)C2)cc1 (centres undefined)
-2.1,-1,102,11,-3,-7,-1,-0.4,2,23,COc1ccc(NC(=O)[C@H](C)NC(=O)C2CCN(S(=O)(=O)c3ccc(OC)cc3)CC2)cc1
/,-2,99,/,/,/,-5,/,/,18,COc1ccc(OC)c(Nc2nc(N)c([N+](=O)[O-])c(NCc3ccccc3)n2)c1
-3.5,-2,101,18,-1,-6,-3,1.1,2,4,COc1ccc(C(=O)NC2CC(C)(C)Cc3c2cnn3-c2ccccc2)c(OC)c1 (centres undefined)
-2.5,0,101,12,4,-4,31*,-1.1,-6,3,O=C1c2ccccc2NC(c2ccccn2)N1NS(=O)(=O)c1ccccc1 (centres undefined)
-1.1,-2,104,5,8,0,-1,1.1,-3,-6,CCOc1ccc(/C=C/C(=O)CCC(=O)O)cc1
-1.6,2,121,10,-5,-10,/,-3.1,-4,1,CS(=O)(=O)N(CC(=O)N1CCN(c2ccccc2)CC1)c1ccccc1Cl
-2.4,-2,99,11,-3,-4,1,3.0,1,-4,CC(C)N1CCN(CC2COc3ccccc3O2)CC1 (centres undefined)
-1.1,4,100,6,8,-9,-1,-0.3,4,16,O=C(Nc1ccc(S(=O)(=O)Nc2nccs2)cc1)c1cc(=O)[nH]c2ccccc12
-2.9,-1,93,16,-3,-24,/,0.2,-4,22,COc1ccc(C(=O)NN2C(=O)C3C4C=CC(O4)C3C2=O)cc1 (centres undefined)
0.5,-6,108,-4,5,6,-2,0.7,2,28,Cc1c(C(=O)O)sc2nc(/C=C/c3ccccc3OC(F)F)[nH]c(=O)c12
-3.9,2,/,20,-3,1,0,0.4,2,-13,CCOC(=O)C1CCN(C(=O)CC(C)S(=O)(=O)c2ccc3c(c2)NC(=O)CO3)CC1 (centres undefined)
-1.2,5,96,8,-6,-6,-1,-0.2,-5,-5,Cc1cc(Cl)ccc1OCC(=O)NNC(=O)C1CSC2(C)CCC(=O)N12 (centres undefined)
-0.1,4,104,1,1,0,1,-0.9,1,62*,CC(C)(C)NC(=O)NC(=O)CN1CCCCCCC1
-4.5,0,101,24,0,-7,0,-1.4,4,-1,CCOC(=O)c1nnn(-c2ccccc2)c1C
-3.7,4,102,19,-5,1,28,-0.6,-4,2,CC1=CC(C)(C)Nc2ccc(OC(=O)CN3C(=O)C4CCCCC4C3=O)cc21 (centres undefined)
0.1,0,100,-1,0,-7,16,3.2,-8,4,COCCn1c(=O)[nH]c2cc(C(=O)Nc3cccc(F)c3)ccc2c1=O
-2.2,-3,91,14,6,-16,0,-0.9,0,-4,CC(C)C(NC(=O)C12CC3CC(CC(C3)C1)C2)C(=O)N/N=C/C1=C(N2CCOCC2)C(=C\c2cccc([N+](=O)[O-])c2)/CC1 (centres undefined)
-0.1,-3,95,1,-7,1,0,0.5,-2,21,O=[N+]([O-])c1ccc(N(CC(O)CN2CCCCC2)S(=O)(=O)c2ccccc2)cc1 (centres undefined)
-2.4,-1,123,11,2,-8,0,0.4,4,6,O=C(CCn1c(=O)oc2ccccc21)Nc1ccon1
-0.2,-4,101,1,4,2,/,-1.3,1,26,O=C(Cc1cccs1)Nc1ccon1
2.5,-2,98,-15,2,1,-9,1.3,6,21,CCOc1ccc(CNC(=O)c2cc3oc4ccccc4c3n2C)cc1
-2.3,-1,99,12,-7,2,-2,0.3,0,-1,COc1ccccc1C(=O)NC(C(=O)NCCc1nc2ccccc2[nH]1)=C(C)C
-1.5,-5,/,7,4,2,16,-1.5,-4,13,COc1ccc(-n2c(SCC(=O)Nc3ccccc3OC)nc(O)cc2=O)cc1
-2.0,1,91,10,-1,-7,2,0.1,-2,5,O=C1NCC(=O)N2C(c3ccccc3)c3[nH]c4ccccc4c3C[C@@H]12 (some centres undefined)
1.7,3,104,-9,-3,0,9,1.3,-5,-5,CC(C)c1nnc(NC(=O)CC(C)c2ccccc2)s1 (centres undefined)
1.5,-2,103,-8,1,-6,/,-1.2,-4,8,Cc1ccc(S(=O)(=O)Nc2ccccc2CNc2cccc(C)n2)cc1
2.7,0,127,-14,-12,-22,/,1.5,2,-1,CCCCOC(=O)c1ccc(NC(=O)COC(=O)CSc2nc(C)cc(C)n2)cc1
-0.6,1,82,4,-5,4,-12,0.9,-5,5,CC(=O)Nc1ccc(N2N=C(C)C(N=Nc3ccccc3)C2=O)cc1 (centres undefined)
-0.1,-1,96,1,-2,-10,/,-0.8,0,28,COc1cc(-c2nn3c(-c4cccc(C)c4)nnc3s2)cc(OC)c1OC
-1.2,-8,97,7,-3,-4,0,-0.3,-1,-12,CC(OC(=O)Cn1cnc2c1c(=O)n(C)c(=O)n2C)C(=O)NC1CCCCC1C (centres undefined)
0.0,-4,100,0,6,-1,1,1.3,1,6,O=C(Nc1ccc(NC(=O)c2ccc(Cl)c(S(=O)(=O)N3CCOCC3)c2)cc1)c1ccccc1

Three of the compounds above, with bars between the fields:
Molecule | OPRM1-OPRD1 ag | V-ATPase pH | Pemphigus Ab inh | OPRM1-OPRD1 inv | cardiac RTF act | Cardiac RTF inh | Wnt bcat act | LANA DNA inh | Keap1 Nrf2 FP | Arr AP2 block
CC(C)N1CCN(CC2COc3ccccc3O2)CC1 (centres undefined) | -2.4 | -2 | 99 | 11 | -3 | -4 | 1 | 3.0 | 1 | -4
O=C(Nc1ccc(S(=O)(=O)Nc2nccs2)cc1)c1cc(=O)[nH]c2ccccc12 | -1.1 | 4 | 100 | 6 | 8 | -9 | -1 | -0.3 | 4 | 16
COc1ccc(C(=O)NN2C(=O)C3C4C=CC(O4)C3C2=O)cc1 (centres undefined) | -2.9 | -1 | 93 | 16 | -3 | -24 | / | 0.2 | -4 | 22

(listing goes on)
OPRM1-OPRD1 ag,V-ATPase pH,Pemphigus Ab inh,OPRM1-OPRD1 inv,cardiac RTF act,Cardiac RTF inh,Wnt bcat act,LANA DNA inh,Keap1 Nrf2 FP,Arr AP2 block,Compound
1.7,-3,/,-10,1,-13,/,-1.5,-7,2,Cc1ccc(Nc2nc3nonc3[nH]c2=O)cc1
-0.3,0,94,2,-1,2,/,0.5,-6,0,C=CCNC(=S)Nc1ccc2nsnc2c1
-1.3,-5,107,5,-1,-11,6,1.0,-3,-2,O=C(CSc1ncccn1)NC(=O)Cc1ccccc1
-2.7,0,103,11,0,-4,0,2.6,0,4,CCOC(=O)c1c(NC(=O)CC)sc(C(C)=O)c1C
-1.3,4,108,10,4,-18,15,0.6,-5,-4,CCCCC(CC(O)COCC(C)C)C(=O)NNC(=S)Nc1ccccc1 (centres undefined)
-0.5,3,93,3,-4,-1,-3,-0.8,6,5,COc1cccc(/C=C/C(=O)OCC(=O)NC2CCCCCCC2)c1
-2.6,-2,104,15,2,2,-1,0.6,-1,-16,O=C(CNC(=O)c1ccccc1)N=Nc1c(O)[nH]c2ccc(Br)cc12
-1.1,-3,100,6,-6,-4,-2,-1.8,-1,13,CCOC(=O)/C=C/c1ccc2c(c1)S(=O)(=O)N(c1cccc(OC)c1)[C@H]2CC(=O)OCC
-3.8,-2,85,19,-5,4,-3,0.4,2,-8,CCCCc1c(O)nc2sccn2c1=O
-3.5,-4,83,18,-3,9,/,1.5,1,22,O=C(OCn1nnc2ccccc2c1=O)c1ccc(N2CCOCC2)c([N+](=O)[O-])c1
1.2,-6,99,-7,-3,-14,0,1.1,-2,24,CCN(c1cccc(C)c1)c1nc2ccsc2c(=O)s1
-2.6,4,103,14,-7,0,1,-0.6,-2,21,C/C(=C(\C#N)C(=O)NC1CCCCC1)N(C)C
-0.1,1,103,1,2,-4,-2,-0.7,0,21,CCCCN(C(=O)c1ccc(Cl)cc1)C1CC2CCC(C1)N2C (centres undefined)

Screening data (PubChem)
